5HT1E antag = 5-HT1E receptor antagonists, primary screen, cell-based, HTS; 5-hydroxytryptamine receptor 1E (Homo sapiens), P28566; CHO 5-HT1E Ga15 NFAT-bla reporter, FRET, antagonist; inhibition, % at 6 µM; 65,000 compounds, 0.99% hits; AID 571, 2007;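 active = inhibition above a set limit, the mean inhibition across every tested compound plus 3 SD, cut at about 29% in these data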;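 note: signal is the 460 over 535 nm emission ratio of beta-lactamase substrate; 0% = agonist plus DMSO wells and 100% = wells without agonist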
Target sequence (P28566 whole entry, looked up): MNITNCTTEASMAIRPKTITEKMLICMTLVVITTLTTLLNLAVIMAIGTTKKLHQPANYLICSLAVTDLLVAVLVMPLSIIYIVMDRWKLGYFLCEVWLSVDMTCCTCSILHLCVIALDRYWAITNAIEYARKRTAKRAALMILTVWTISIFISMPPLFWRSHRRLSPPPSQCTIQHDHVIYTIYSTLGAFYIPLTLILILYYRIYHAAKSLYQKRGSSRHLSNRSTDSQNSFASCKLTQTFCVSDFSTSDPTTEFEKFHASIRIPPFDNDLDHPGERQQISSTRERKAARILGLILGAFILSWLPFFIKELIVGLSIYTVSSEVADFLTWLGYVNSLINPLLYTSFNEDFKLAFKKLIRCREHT
tolC growth inh = growth inhibitors of E. coli tolC mutant, primary screen, strain BW25113 ΔtolC::kan, 384-well. growth inhibition, % at 10 µM (by protocol). 65,000 compounds, 2.2% hits. OD615;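 active = growth inhibition at or above a cutoff equal to the mean over every tested compound plus 3 SD, cut at about 60% in these data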;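 note: growth measured after 20 h incubation at 37 °C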
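Test system: tolC-deleted E. coli BW25113 | Medium: LB with kanamycin 50 µg/mL | Compound dosing: Single concentration, 10 µM final per compound | Schedule: 37 °C, 20 h exposure | Measured by: OD at 615 nm | Evaluation: Percent growth inhibition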
NADH coupling = inhibitors of PK/LDH coupling enzymes, profiling panel, artefact control, biochemical, MLSMR library; coupled PK/LDH NADH assays, four targets; IC50, µM (series often up to 10 µM), for the others: at the top dose inhibition; 65,000 compounds, 0.02% hits; AID 774, 2007;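 active = single-dose screening hits from any of four coupled enzyme assays that gave an IC50 when retested across doses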;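 note: the DPM-DC format reads NADH fluorescence rather than 340 nm absorbance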
5-HT1A blocker = human 5-HT1a receptor antagonists, primary screen, cell-based, CHO, Ga15 NFAT-bla reporter; AID 612, 2007; 62,000 compounds, 0.68% hits; CHO 5-HT1a Ga15 NFAT-bla reporter, antagonist mode; inhibition, % at 10 µM;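 active = inhibition above the mean of all tested compounds plus 3 SD, cut at about 43% in these data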;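 note: receptor stimulated by 5-CT agonist at 100 nM near EC80; beta-lactamase reporter measured by ratiometric fluorescence of a cleavable substrate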
Target sequence (P08908 whole entry, looked up): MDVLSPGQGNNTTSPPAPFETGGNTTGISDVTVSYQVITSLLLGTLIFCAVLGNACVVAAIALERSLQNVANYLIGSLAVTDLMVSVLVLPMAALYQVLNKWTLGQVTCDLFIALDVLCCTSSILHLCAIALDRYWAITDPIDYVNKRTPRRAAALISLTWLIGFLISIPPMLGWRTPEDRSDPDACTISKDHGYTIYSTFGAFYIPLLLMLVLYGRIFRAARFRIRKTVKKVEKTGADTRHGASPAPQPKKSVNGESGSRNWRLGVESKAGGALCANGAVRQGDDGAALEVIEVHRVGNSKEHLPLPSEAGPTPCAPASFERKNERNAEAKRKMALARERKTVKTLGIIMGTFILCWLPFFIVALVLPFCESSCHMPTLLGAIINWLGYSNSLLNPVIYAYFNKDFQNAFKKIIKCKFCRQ
MMP13 inh = human MMP13 inhibitors, primary screen, biochemical, FRET peptide cleavage; Collagenase 3 (Homo sapiens), P45452; MMP-13 fTHP FRET cleavage, Mca fluorescence; inhibition, % at 4 µM; 65,000 compounds, 0.07% hits; AID 570, 2006;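 active = inhibition above the mean of compound-free control plate wells plus 3 SD, cut at about 14% in these data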;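 note: 0% = DMSO wells and 100% = wells with reference MMP-13 inhibitor after basal subtraction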
SF-1 act = activators of human SF-1, primary screen, cell-based, CHO-K1, Gal4-SF-1 LBD, luciferase luminescence; AID 522, 2006; Steroidogenic factor 1 (Homo sapiens), Q13285; activation, % at 10 µM; 65,000 compounds, 1.9% hits; CHO-K1 Gal4-SF-1 LBD luciferase reporter; % increase over DMSO SF-1-specific signal;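 active = activation above the mean activation of all tested compounds plus 3 SD, cut at about 50% in these data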
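Material: Transient Gal4-SF-1 LBD reporter, CHO-K1 | Input: 4,000 cells/well | Dosing: One dose, 10 µM compound, 1% DMSO | Incubation: 20 h compound treatment, 37 °C | Detection: SteadyLite luciferase luminescence | Evaluation: Percent activation relative to DMSO median and mock-transfected background | Benchmarks: DMSO-treated SF-1-transfected cells as negative, DMSO-treated mock-transfected cells lacking SF-1 as background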
RORA act = activators of orphan receptor RORA, primary screen, cell-based, luminescence; AID 560, 2006; CHO-K1 Gal4-RORA LBD luciferase reporter; percent increase over mock-subtracted basal signal; Nuclear receptor ROR-alpha (Homo sapiens), P35398; activation, % at 10 µM; 65,000 compounds, 1.5% hits;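 active = activation above the mean of all tested compounds plus 3 SD, cut at about 49% in these data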;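 note: 0% = DMSO-treated RORA cells and 100% = added signal equal to DMSO minus mock-transfected cells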
5HT1E ag = 5-HT1E receptor agonists, primary screen, cell-based, HTS; 65,000 compounds, 0.69% hits; CHO 5-HT1E Ga15 NFAT-bla reporter, FRET; 0% DMSO wells, 100% control agonist wells; 5-hydroxytryptamine receptor 1E (Homo sapiens), P28566; activation, % at 6 µM; AID 574, 2007;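 active = activation above a set limit, the screen-wide mean activation plus 3 SD, cut at about 8.5% in these data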;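 note: 100% = positive control agonist at 1 µM giving full maximal response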
5HT1a ag = human 5-HT1a receptor agonists, primary screen, cell-based, CHO, Ga15 NFAT-bla reporter; 5-hydroxytryptamine receptor 1A (Homo sapiens), P08908; CHO 5-HT1a Ga15 NFAT-bla reporter, FRET ratio; 0% basal, 100% maximal reference agonist; activation, % at 10 µM; 65,000 compounds, 0.56% hits;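 active = activation above the screen-wide mean activation plus 3 SD, cut at about 19% in these data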;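 note: 0% = DMSO wells and 100% = 5-CT at EC100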
Numbers without * were called inactive; nt = no result given; [ ] = remark or other dose. Rows are unselected (roughly 7.2% active in at least one column).

SMILES	5HT1E antag	tolC growth inh	NADH coupling	5-HT1A blocker	MMP13 inh	SF-1 act	RORA act	5HT1E ag	5HT1a ag
CC(=O)c1c(C(C)=O)c(C)n(-c2ccc(C(=O)O)cc2)c1C	-3	-4	1%	-17	0	2	-12	0.4	-4.5
CN(c1ccccc1C(=O)O)S(=O)(=O)c1ccc2c3c(cccc13)C(=O)N2	3	3	8%	-4	2	-9	-18	0.8	-1.1
COCC(=O)N(Cc1ccccc1)c1ccccn1	-1	7	3%	0	-4	-12	-10	0.6	0.3
COc1ccccc1OCC(=O)O	-2	4	3%	-4	3	-2	-10	-0.8	-2.2
Cc1cc(Br)ccc1NC(=O)CNC(=O)CN(C)Cc1nc2ccccc2c(=O)[nH]1	-18	14	5%	9	0	5	-5	0.0	-1.0
CCCCc1cc(=O)oc2cc(C)cc(OCc3nn[nH]n3)c12	-10	5	9%[fluoresces]	-4	-190[fluorescence artefact?]	0	-7	-0.3	1.1
CCOc1ccc(N2C(=O)CC(N3CCC(NC(=O)Nc4ccccc4)CC3)C2=O)cc1 (centres undefined)	2	-12	8%	3	2	-1	0	0.1	-1.2
COC(=O)CCN(C)CCC(=O)OC	3	-10	2%	3	3	6	-10	0.1	-0.3
COc1ccccc1C1CC(=O)Nc2cc3c(cc21)OCCO3 (centres undefined)	47*	13	5%	27	3	28	12	-0.6	-0.2
COc1ccc(NC(=O)C(c2ccc(OC)cc2)N(C)C(=O)c2cnccn2)cc1 (centres undefined)	7	-3	4%	-3	6	-1	-19	0.2	-0.1
COc1cccc(C=Nc2cccnc2)c1O	-3	-14	10%	-6	1	-4	-13	0.2	-2.0
O=C1C(=O)N(CCCn2ccnc2)C(c2cccnc2)/C1=C(/O)c1ccc(Cl)cc1 (centres undefined)	-1	-10	8%	-10	3	-12	12	0.4	0.5
CCN(CCNC(=O)C1CCCN(Cc2nc(-c3ccc(OC)cc3)oc2C)C1)c1ccccc1 (centres undefined)	2	25	4%	30	-2	-2	5	0.8	-2.7
COc1cccc(C2=NOC(C(=O)N3CCN(Cc4ccccc4)CC3)C2)c1OC (centres undefined)	1	1	4%	-12	2	0	-14	0.7	1.6
COc1ccc(C)cc1NC(=O)C1CCN(S(=O)(=O)c2cccc3cccnc23)CC1	-15	8	4%	0	-2	1	6	0.7	0.1
CCOc1ccc(Nc2nc(Cc3nnc(SCC(=O)O)o3)cs2)cc1	7	-2	3%	-7	-5	2	2	-0.1	-1.5
CCOC(=O)c1[nH]c2ccc(Br)cc2c1NC(=O)CCN1CCN(C(=O)OCC)CC1	-2	-2	3%	nt	-12	2	-7	-1.0	-1.7
O=C(O)c1cc2nc3c(c(C(F)(F)F)n2n1)CCc1ccccc1-3	0	34	8%	-1	2	-5	7	1.2	1.8
CCOc1ccc(-c2nnc3sc(COc4ccccc4)nn23)cc1	-3	19	0%	nt	-2	0	1	-0.7	1.0
Cc1ccc(C)c2[nH]c(=O)c(CCNC(=O)c3cc4ccccc4o3)cc12	1	12	2%	-8	-4	-3	4	0.1	4.5
Cc1nc(SCC(=O)Nc2ccc(C)c(F)c2)c2oc3ccccc3c2n1	9	5	6%	1	-3	0	0	0.1	1.8
CCOC(=O)c1sc2ncnc(N3CCN(C(=O)OCC)CC3)c2c1C	12	4	4%	5	2	-6	-21	-0.7	1.7
CC(C)C(C(=O)Nc1ccc2c(c1)OCO2)N1C(=O)c2ccccc2C1=O (centres undefined)	9	7	1%	0	5	-14	-21	0.9	-4.8
COc1ccccc1-n1cnc(N)c1C(=O)c1ccccc1	-1	0	9%	-2	-4	21	9	0.5	-0.3
CCn1c(SCC(=O)N2CCN(c3ccc(Cl)cc3)CC2)nc2ccccc2c1=O	-4	-13	1%	-2	-1	8	-4	1.1	1.7
COc1ccccc1Oc1ccc(S(=O)(=O)N2CCCC2)cc1	5	10	6%	5	0	-5	-3	-0.2	0.3
O=S(=O)(NC1CC1)c1ccc(S(=O)(=O)N2CCCC3(CCCCC3)C2)cc1	29*	7	0%	1	2	-8	-7	-0.1	2.8
CCN(CCCNC(=O)C1CCN(S(=O)(=O)c2cnc[nH]2)CC1)c1cccc(C)c1	10	-11	11%	6	0	9	-6	0.8	0.0
O=C1C2C3CCCC3=C3CCCC3C2C(=O)N1c1ccc(F)cc1 (centres undefined)	6	-19	5%	3	0	-14	5	-0.3	-1.4
O=C(Cn1nnc(-c2ccc(CN3CCOCC3)cc2)n1)Nc1nc(-c2ccccc2)cs1	-6	21	3%	-4	7	-36	24	1.4	-1.7
CCOC(=O)c1[nH]c(C)c(C(=O)N(CC)CC)c1C	1	-5	5%	-2	3	-6	8	0.6	-0.1
Cc1cc(C#N)c2ccccc2n1	-3	1	1%	-1	2	4	21	-0.2	-2.1
COc1cccc(/C=N/n2c(-c3ccco3)nc3ccccc3c2=O)c1	13	-3	2%	0	1	6	11	-0.3	6.0
COc1c(Cl)cc(-c2noc(C)c2C(=O)NCc2ccc3c(c2)OCO3)cc1Cl	-6	16	3%	-8	0	-1	17	0.7	3.0
COc1cccc(N(C(=O)c2ccco2)C(C(=O)NC2CCCC2)c2cccnc2)c1 (centres undefined)	-6	-17	9%	-20	-1	2	4	-0.2	1.0
Cc1nnc(Sc2nc3c(c(=O)[nH]c(=O)n3C)n2CCCc2ccccc2)s1	12	-14	6%	-2	4	-3	-5	0.3	-0.5
CCNC(=O)CN(Cc1ccccc1)S(=O)(=O)c1ccccc1	-10	6	11%	11	8	-4	-17	-0.7	0.1
COc1ccc(CNC(=O)C2CSCCS2)cc1 (centres undefined)	9	-12	4%	5	5	-2	-14	-0.4	2.8
CCC(c1nnnn1CCc1ccccc1)N1CCN(C(=O)c2ccco2)CC1 (centres undefined)	5	-2	7%	6	-1	-14	6	-0.3	-1.6
COCCn1cnc2c(c1=O)c1nc3ccccc3nc1n2/N=C/c1cccc(OC)c1OC	-4	30	8%	-25	-6	-14	-7	0.1	-1.5

By substructure, the compounds so far containing fluorine
SMILES	5HT1E antag	tolC growth inh	NADH coupling	5-HT1A blocker	MMP13 inh	SF-1 act	RORA act	5HT1E ag	5HT1a ag
O=C(O)c1cc2nc3c(c(C(F)(F)F)n2n1)CCc1ccccc1-3	0	34	8%	-1	2	-5	7	1.2	1.8
Cc1nc(SCC(=O)Nc2ccc(C)c(F)c2)c2oc3ccccc3c2n1	9	5	6%	1	-3	0	0	0.1	1.8
O=C1C2C3CCCC3=C3CCCC3C2C(=O)N1c1ccc(F)cc1 (centres undefined)	6	-19	5%	3	0	-14	5	-0.3	-1.4

More structures:
SMILES	5HT1E antag	tolC growth inh	NADH coupling	5-HT1A blocker	MMP13 inh	SF-1 act	RORA act	5HT1E ag	5HT1a ag
CCOC(=O)C1CCCN(c2c(N3CCN(c4cccc(Cl)c4)CC3)c(=O)c2=O)C1 (centres undefined)	-3	2	2%	3	-15	6	-8	1.6	-3.3
Cc1c(C(=O)Nc2ccccn2)oc2ccccc12	2	-2	2%	36	4	69*	40	0.3	-3.3
COc1ccc(NC(=O)c2nnn(Cc3ccc(SC)cc3)c2N)c(OC)c1	8	2	29%	-9	-10	-3	10	0.6	1.1
CCOc1ccc(NC(=O)c2ccc(F)c(S(=O)(=O)N3CCN(c4ccccn4)CC3)c2)cc1	18	13	6%	-2	1	-11	-38	-0.3	-1.9
CCSc1nnc2c(n1)[nH]c1c(C)cccc12	20	13	4%	6	6	40	64*	-0.9	-3.5
CCCCCOC(=O)C1C2C=CC3(CN(c4ccccc4C)C(=O)C13)O2 (centres undefined)	-3	-1	2%	9	2	-8	12	-0.7	0.6
COC(=O)c1[nH]c2cccc(OC)c2c1NC(=O)CCN1CCC(C)CC1	-5	-23	8%	-1	-14	-4	-17	-0.2	-1.4
CCOc1ccccc1N1CCN(C(=O)c2cc[n+]([O-])cc2)CC1	-3	-15	9%	4	0	0	28	2.2	-1.6
O/N=C1\CC(O)Cc2nonc21 (centres undefined)	-3	-13	5%	8	-4	1	14	0.6	0.5
Cc1nc2ccccc2c(=O)n1/N=C/c1c(O)ccc2oc3c(c12)CCCC3	-5	17	4%	-8	6	10	30	0.2	-1.6
O=C(CSc1nnnn1C1CCCC1)Nc1ccc2c(c1)OCCO2	2	14	6%	24	-6	-3	-15	1.7	2.3
CC(NC(=O)c1ccc(Cl)cc1)C(=O)NC1=NCCS1 (centres undefined)	3	-10	5%	0	-1	6	-11	0.6	-6.1
O=C(NCC(c1cccnc1)N1CCN(c2ccc(F)cc2)CC1)C1CCCCC1 (centres undefined)	-4	-6	7%	5	-2	-5	-7	-0.1	-0.7
CN/S(=N/S(=O)(=O)c1ccccc1)c1ccc(C)cc1 (centres undefined)	-4	-1	6%	6	-1	-11	2	0.1	-0.7
CN1C(=O)c2ccccc2C(C(=O)NCC2CCCO2)C1c1c[nH]c2ccccc12 (centres undefined)	-3	-12	7%	8	-2	6	1	0.1	-1.4
CCOC(=O)c1nn(-c2ccccc2C)c(=O)c(C#N)c1C	8	-15	4%	6	-5	-9	-14	-0.5	-0.1
O=C(NC1CC1)c1ccc(CS(=O)(=O)c2c(Cl)cccc2Cl)o1	-6	-2	1%	-8	-2	5	7	0.8	1.1
Cc1nn(Cc2ccccc2)c(C)c1NC(=O)CSc1nc2sc3c(c2c(=O)n1C)CCC3	-7	4	6%	-4	-1	8	-1	1.3	0.6
CCOc1ccc(Br)cc1C1NC(=O)c2c(sc3c2CCN(C)C3)N1 (centres undefined)	3	3	7%	-6	-6	-7	0	0.7	0.4
CC(=O)NCC(=O)N(Cc1ccco1)C1(C(=O)NC2CCCCC2)CCCCC1	11	4	2%	20	2	-8	-18	-1.2	-1.5
Cc1ccccc1S(=O)(=O)Cc1ccc(C(=O)NCc2cccnc2)o1	-2	-10	3%	7	-2	-7	11	-0.8	-0.7
CNC(=O)c1ccsc1NC(=O)c1ccccc1	14	20	2%	-13	3	2	26	-0.3	-3.1
COc1ccc(C)cc1NC(=O)CSc1nnc(COc2ccc(C)cc2)n1Cc1ccco1	-18	58	2%	-2	8	-18	1	0.1	1.9
Cc1cc(C)cc(OCc2nnc(SCC(=O)Nc3ccccc3)o2)c1	6	-2	1%	8	-2	-2	13	0.2	-1.0
CC(C)c1ccc2oc(-c3ccc(N)cc3)nc2c1	1	10	9%[fluoresces]	9	-323[fluorescence artefact?]	-46	-48	0.1	0.0
